Bioassay records (PubChem)
UHRF1 MBD2 ctr – UHRF1 methyl-DNA binding inhibition. Q96T88. UHRF1 binding to methylated oligo, TR-FRET. inhibition, % at 4.4 µM. 370,000 tested, 0.75% active. AID 687016; in the data active = inhibition above about 21%;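 note: UHRF1 SRA domain binding a hemimethylated CpG hairpin DNA probe; 0% = median of test compound wells and 100% = reference inhibitor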
Target sequence (Q96T88 whole entry, looked up, the tested form may be a part): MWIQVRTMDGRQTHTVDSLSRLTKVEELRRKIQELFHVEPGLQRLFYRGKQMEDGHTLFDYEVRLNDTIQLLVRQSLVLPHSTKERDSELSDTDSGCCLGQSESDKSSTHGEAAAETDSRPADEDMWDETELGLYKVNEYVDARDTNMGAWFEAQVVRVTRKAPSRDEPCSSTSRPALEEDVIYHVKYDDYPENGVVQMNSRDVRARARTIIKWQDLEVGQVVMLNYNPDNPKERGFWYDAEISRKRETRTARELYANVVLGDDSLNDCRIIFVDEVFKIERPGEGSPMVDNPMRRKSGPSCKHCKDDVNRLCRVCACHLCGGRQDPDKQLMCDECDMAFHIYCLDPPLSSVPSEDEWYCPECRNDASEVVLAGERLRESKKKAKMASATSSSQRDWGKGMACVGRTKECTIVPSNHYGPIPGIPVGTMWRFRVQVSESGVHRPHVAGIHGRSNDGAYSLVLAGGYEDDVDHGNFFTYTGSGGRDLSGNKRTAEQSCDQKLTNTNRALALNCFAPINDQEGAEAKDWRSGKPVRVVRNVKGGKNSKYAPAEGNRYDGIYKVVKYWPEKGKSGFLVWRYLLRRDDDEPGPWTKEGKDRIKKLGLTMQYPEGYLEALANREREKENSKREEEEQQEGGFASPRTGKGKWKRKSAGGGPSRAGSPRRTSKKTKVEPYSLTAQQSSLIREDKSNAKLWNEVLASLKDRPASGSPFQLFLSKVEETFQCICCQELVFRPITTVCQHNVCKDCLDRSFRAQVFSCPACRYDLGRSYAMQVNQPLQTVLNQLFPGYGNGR
Tn6 DDE FP – inhibitors of Tn6 peptide binding to human fibrin DD(E); AID 720509; Fibrin DD(E) TRITC-Tn6 fluorescence polarization displacement; inhibition, % at 8.3 µM; 370,000 tested, 0.21% active; P02675;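 active = inhibition above a per-campaign cutoff: mean of compounds within control limits plus 3 SD, cut at about 15% in these data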;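 note: 0% = median of all compound wells on the plate and 100% = blocking peptide control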
TDP2 absorb – blocks human TDP2 phosphodiesterase activity | O95551 | recombinant TDP2, T5PNP hydrolysis, p-nitrophenol absorbance 415 nm | inhibition, % at 12.8 µM | 370,000 tested, 0.34% active | AID 720702;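 active = inhibition above the mean of all tested compounds plus 3 SD, set per campaign, cut at about 25% in these data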;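 note: 0% = DMSO with enzyme and 100% = buffer with substrate but no TDP2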
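Read-out basis: percent inhibition. System: recombinant human TDP2. Buffer or medium: Mg2+-containing Tris-HCl buffer, pH 7.5. Repeats: single replicate. Timing: reaction 2 h, 37 °C. Benchmarks: high control without enzyme, low control DMSO plus TDP2. Probe or stimulus: 5 mM T5PNP. Doses: 12.8 µM only. Measured by: epi absorbance of p-nitrophenol freed from T5PNP by hydrolysis.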
LEDGF integ inh – blocks HIV-1 LEDGF/p75-dependent DNA integration; TR-FRET IN-LEDGF/p75 DNA integration, Eu/Cy5; inhibition, % at 3.7 µM; 370,000 tested, 0.64% active;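 active = inhibition above the screen-wide mean plus 3 SD, cut at about 13% in these data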;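 note: signal is the Cy5 over europium emission ratio at 671 and 618 nm; 0% = plate median of compound wells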
proKLK7 act – activates the human kallikrein-7 zymogen | P49862 | purified proKLK7, EDANS-DABCYL substrate fluorescence; 100% is mature enzyme control, 0% vehicle | activation, % at 7 µM | 370,000 tested, 0.9% active;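 active = activation above the mean of all tested compounds plus 3 SD, computed per campaign excluding outliers beyond control limits, cut at about 13% in these data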
PRMT1 FP inh – inhibitors of human PRMT1; Q99873; recombinant PRMT1, activity-based probe fluorescence polarization; inhibition, % at 2.79 µM; 370,000 tested, 1.3% active; AID 652257;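 active = inhibition above about 21% made by adding two undisclosed values, limit read from the data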
MBD2 DNA inh – blocks human MBD2 binding to methylated DNA; Q9UBB5; TR-FRET, MBD2 binding to methylated oligonucleotide; inhibition, % at 4.4 µM; 370,000 tested, 0.31% active; AID 686964; in the data active = inhibition above about 13%
DDE Tn7 FP inh – inhibitors of Tn7 peptide binding to human fibrin DD(E) | P02675 | FP displacement of FITC-Tn7 peptide from fibrin DD(E); 0% = median of compound wells per plate | inhibition, % at 8.3 µM | 370,000 tested, 0.13% active;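 active = inhibition above the mean of compounds falling within the control limits plus 3 SD of them, cut at about 14% in these data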;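 note: 0% = plate median of compound wells and 100% = 10 µM Aha-Tn7 peptide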
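Assay system: human fibrin DD(E) protein / Input: 2 µM fibrin DD(E) / Benchmarks: high control of 10 µM Aha-Tn7 peptide / Measured by: fluorescence polarization of the labelled Tn7 tracer / Medium: Tris buffer with calcium and detergent, pH 7.8 / Timing: 10 min compound pre-incubation, 3 h probe incubation at room temperature / Repeats: one replicate per compound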
TCR-CD3 inh – human TCR-CD3 binding inhibition; TAMRA-labeled TCR probe fluorescence, biochemical; inhibition, % at 9.4 µM; 360,000 tested, 0.37% active; AID 651800; in the data active = inhibition above about 19%;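 note: recombinant mutant TCR 2C K166C tagged with TAMRA read by polarization; 0% = receptor in buffer alone and 100% = receptor with positive control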
SIAE primary – blocks human sialic acid acetylesterase. AID 1053197. inhibition, % at 9.66 µM. 370,000 tested, 0.69% active. SIAE FP-Rh probe binding, fluorescence polarization. Q9HAT2;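 active = inhibition above a cutoff: mean of compounds within the control limits plus 3 SD of those, cut at about 17% in these data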;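 note: 0% = plate median of compound wells and 100% = probe without SIAE protein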
* hit, by the source's call; / = no result given.

SMILES	UHRF1 MBD2 ctr	Tn6 DDE FP	TDP2 absorb	LEDGF integ inh	proKLK7 act	PRMT1 FP inh	MBD2 DNA inh	DDE Tn7 FP inh	TCR-CD3 inh	SIAE primary
N#C/C(=C(/O)COC(=O)c1ccccc1O)c1nc2ccccc2s1	-3	4	-4	3	-0.1	5	-1	-4	7	-5
CCS(=O)(=O)Nc1ccc(C2=NN(C(=S)Nc3ccccc3)C(c3ccco3)C2)cc1 (configuration not stated)	4	-3	-3	3	-76	21	4	-2	-5	-8
Nn1c(SCC(=O)NC2CCCCC2)nnc1C1CC1	1	-4	9	1	0.2	1	5	0	0	2
COc1ccc(CNC(=O)C2(CC3CC(c4ccccc4)=NO3)CCN(C(=O)Cc3ccc(F)cc3)CC2)cc1 (configuration not stated)	1	3	5	-3	1.0	-2	3	6	4	-1
O=C(CSc1nc2ccccc2s1)NNC(=S)Nc1ccc(Br)cc1	-13	-1	-8	1	0.2	5	-8	7	2	-13
CCn1cc(-c2n[nH]c(=S)n2-c2ccc(C)cc2Br)c(=O)c2ccc(C)nc21	1	-3	11	-2	-0.4	-3	-2	3	2	5
COc1ccc(/C=C/C(=O)c2ccccn2)cc1	-1	-6	-5	-2	-18	14	2	-1	-6	3
O=C(COC(=O)Cn1cnc2ccccc2c1=O)NCc1ccccc1	2	4	-3	0	0.9	2	4	3	-2	4
Cc1cc(NC2CCCC2)n2ncc(-c3ccccc3)c2n1	0	-2	12	-2	1.7	1	2	3	7	0
COc1cc(/C=C2/SC(=O)N(CC(=O)N3CCCC3)C2=O)ccc1Oc1ccc([N+](=O)[O-])cn1	1	2	1	-1	-0.2	3	-3	-1	2	9
COc1ccc(/C=N/NC(=S)Nc2cc(S(=O)(=O)N3CCOCC3)ccc2N2CCOCC2)cc1O	0	-1	-5	0	0.4	-2	-1	-6	-1	10
COc1ccccc1S(=O)(=O)N(C)C[C@H]1OCc2cnnn2CCCC(=O)N([C@@H](C)CO)C[C@@H]1C	-2	-1	11	53*	-0.2	2	-1	-11	13	-2
O=C(CCc1ccccc1)NNC(=O)c1cccc(F)c1	-2	8	2	0	-0.1	-3	-3	6	3	7
CC(=O)C1=C(O)C(=O)N(c2ccc(Br)cc2)C1c1cccc(F)c1 (configuration not stated)	3	7	-5	-7	0.3	1	-2	-1	-5	-1
CCOc1ccc(C)cc1S(=O)(=O)n1ccc(C)n1	1	1	7	-1	0.3	-1	3	2	-2	-3
Cc1cc(C(=O)NNS(=O)(=O)c2ccccc2C(F)(F)F)nn1C(C)(C)C	1	-10	-10	2	-0.1	-7	-2	3	8	7
CCOc1ccc(C2=NNC(c3cccs3)=Nc3ccc(OC)cc32)cc1	-1	-2	10	-1	0.6	-3	2	5	0	-1
O=C(O)c1nc(NCc2ccccc2)ncc1Cl	3	1	5	2	0.2	1	0	-9	4	-4
CCOC(=O)N1CCN(c2cc3nccnc3cc2F)CC1	-5	-4	15	-2	-0.4	0	3	9	5	-2
Cc1ccc(NC(=O)CSc2nc(C)c(C)c(C)n2)cc1S(=O)(=O)N1CCOCC1	5	-2	-8	4	-0.2	1	-5	-5	-1	-1
O=C(c1ccc2nc(Cc3ccccc3F)oc2c1)N1CCCC1	1	2	-1	-8	-0.3	4	2	5	-3	-1
O=C(COc1ccccc1Cl)NCCCN1CCOCC1	0	6	1	4	0.9	1	-2	-2	-4	9
CCOC(=O)c1c(C)[nH]c(C)c1C(=O)COC(=O)c1nc2nccc(C)n2n1	-1	0	7	-2	0.2	2	-2	-5	4	0
CN(C)S(=O)(=O)N(CC(=O)N1CCOCC1)c1ccccc1	1	-3	3	-2	-0.4	0	-2	6	9	1
CN1CCN(C(=S)C(=O)NCc2ccccc2)CC1	4	2	0	3	0.0	10	10	1	-8	-14
N#CCCn1cc(C(=O)O)c(-c2cc3ccccc3o2)n1	0	5	3	2	-0.4	0	-7	3	1	7
CCCCn1c(=O)c(CCC(=O)OCC(=O)NC(=O)NCCOC)nc2ccccc21	0	-2	-5	2	2.0	-2	4	4	2	6
Cc1ccc(-c2cccc(C3CC=CC4C3C(=O)N(Cc3ccccc3)C4c3cc(C)ccc3F)c2)cc1 (configuration not stated)	-1	1	3	-2	0.2	1	2	-5	-2	-9
CC(=O)OCCC(C)C	1	0	-2	-4	0.0	3	-2	-10	6	8
COC(=O)[C@]12CCCCC=C1N(Cc1ccc(OC)cc1)C(=O)[C@@H]2CC(=O)NCCCN1CCCC1=O	-2	-3	0	5	0.7	-4	2	1	/	1
O=[N+]([O-])c1cc(Cl)ccc1NCCNc1ncc(C(F)(F)F)cc1Cl	0	5	-4	0	0.8	-4	0	1	0	0
CC(C)C(C(=O)Nc1ccc2c(c1)OCCO2)N1C(=O)c2ccccc2C1=O (configuration not stated)	2	0	-11	2	-0.5	1	-2	0	6	2
COc1ccc(-c2cc(C(=O)NCCN3CCOCC3)c3cc(C(C)C)ccc3n2)cc1	1	0	-9	2	-52	-1	5	-2	1	-6
COc1cccc(N=Cc2c(O)n(-c3cccc(C)n3)c(=O)c3ccccc23)c1	0	-5	2	-2	8.6	-3	-3	-6	3	-2
O=C(Cc1ccccn1)c1ccncc1	0	-4	-4	-2	0.4	2	2	4	-5	-5
O=C(c1cccs1)N1C[C@H](n2cc(-c3ccc(F)cc3)nn2)[C@@H](O)C[C@@H]1c1ccc(Cl)cc1	0	-1	3	-5	0.4	1	-1	-2	0	-20
COc1ccc(N=C2CCS(=O)(=O)c3sccc32)cc1	4	-2	-8	5	0.1	1	0	-4	-2	2
O=S(=O)(c1ccccc1)N1CCC(O)(CSc2ccc(Cl)cc2)CC1	0	-8	12	-2	0.2	1	2	-6	-5	1
O=c1[nH][nH]c(-c2ccccc2)c1C=Nc1ccc(C(F)(F)F)cc1	-10	1	-5	1	-0.3	2	-9	-4	6	0
CCOc1ccc(-n2c(SC)nc3c(c2=O)SCC3)cc1	-3	-1	3	2	0.9	-2	1	-3	3	2
O=C(O)Cc1ccc(C(=O)c2ccc(Cl)cc2Cl)s1	-3	-5	0	-2	-0.8	-3	4	-3	2	1
O=c1c2ccccc2n2c(-c3ccc(F)cc3)nnc2n1Cc1ccccc1	-1	-4	7	3	0.0	-2	-3	-4	0	-6
CC(Nn1cnnc1)c1cc(Cl)ccc1O (configuration not stated)	1	0	-3	-4	0.6	3	2	4	-2	11
CCOc1ccc2nc(NC(=O)CSc3cn[nH]n3)sc2c1	-1	1	-5	3	-0.7	-1	2	-5	6	-5
O=Cc1ccc(OC2OCCOC2Oc2ccc(C=O)cc2)cc1 (configuration not stated)	3	-3	3	0	-0.8	-5	-3	0	-2	-4
COc1ccc(-c2noc(CCCC(=O)Nc3ccc(C(N)=O)cc3)n2)cc1OC	1	-8	2	0	0.0	2	-2	-1	2	2
CCOC(=O)N1CCC(N(C(=O)Nc2ccc(CC)cc2)C(C)CC)CC1 (configuration not stated)	1	-3	-12	3	0.1	-2	-5	-7	-6	4
CC(C)COC(=O)NCCCOC(=O)Nc1ccccc1	-8	-6	2	-3	0.2	-3	-2	1	-5	7
CN(C(=O)c1ccc(NC(=O)Cc2ccc(NC(=O)C3CCCN(C(=O)C4CCCCC4)C3)cc2)cc1)C1CC1 (configuration not stated)	4	1	3	2	0.9	-1	7	-1	-11	12
Cc1nn(-c2ncccn2)c2c1C(=O)CC(C)(C)C2Br (configuration not stated)	0	5	5	-1	0.8	-1	-1	1	-5	5
O=C(CN1C(=O)NC2(CCCCCC2)C1=O)N1CCCCC1	-2	-1	-9	-2	7.1	-6	-4	-4	-1	0
NS(=O)(=O)c1ccc(NC2=CC(=O)C(=O)c3ccccc32)cc1	8	-9	61*	32*	-0.3	16	-12	3	-5	5
C=CCn1c(=N)n(CC(O)COc2ccccc2OC)c2ccccc21 (configuration not stated)	0	5	-6	-2	0.0	0	6	-8	2	0
CCOC(=O)c1sc(=NC(=O)c2cccc(OC)c2)n(C)c1C	5	2	5	2	0.4	-3	3	-1	4	-3
c1ccn2cc(CSC3=NCCS3)nc2c1	2	5	7	0	0.1	-1	1	2	9	5
COc1ccc(C2=NOC(c3nnc(-c4ccccc4)o3)C2)cc1 (configuration not stated)	0	-1	-4	0	-1.0	5	5	1	-6	5
